Screening data from PubChem BioAssay.
TRHR agonist: qHTS for Small Molecule Agonists and Allosteric Enhancers of Human TRH Receptor: Primary Screen for Agonists; hit rate 0.18% among 360,000; activation, % at 2 µM; Thyrotropin-releasing hormone receptor (Homo sapiens), P34981; AID 493084, 2011; TRHR cells, calcium flux fluo-8, FDSS agonist mode; note: 0% is about no effect
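Fluo-8-loaded TRHR cells; 10 s baseline, compound added, kinetic Ca2+ fluorescence read 1/s, agonist mode.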
TRHR enhancer: qHTS for Small Molecule Agonists and Allosteric Enhancers of Human TRH Receptor: Primary Screen for Enhancers. Thyrotropin-releasing hormone receptor (Homo sapiens), P34981. TRHR cells, fluo-8 calcium fluorescence, EC20 TRH enhancement. enhancement, % at 2 µM. hit rate 0.66% among 360,000. AID 493056, 2011; in the data active = enhancement above about 30%; note: 0% is about no effect
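Enhancer read-out: after compound pinning and an initial kinetic agonist-mode read, an EC20 of TRH (10 nM final) was injected and fluo-8 calcium signal (Ex 480/Em 530) followed at 1 s/cycle for 100 cycles in TRHR-expressing cells.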
D1 PAM: Potentiators of Human D1 Dopamine Receptor: qHTS; D(1A) dopamine receptor (Homo sapiens), P21728; HEK293 TREx D1 cells, calcium flux, dopamine EC20 potentiation; potentiation, % at 10 µM; hit rate 0.036% among 360,000; in the data active = potentiation above about 30%; note: 0% is about no effect
D1 ag: Allosteric Agonists of the Human D1 Dopamine Receptor: qHTS; activation, % at 2 µM; hit rate 1% among 360,000; HEK293 T-REx D1 cells, calcium flux, agonist mode; AID 504660, 2011; note: 0% is about no effect
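Agonism was scored from calcium flux recorded over 180 s (1 read/s) after pintool compound addition, following a 10-cycle baseline. Cells were inducible force-coupled HEK293 TREx D1, plated overnight at 30 C and loaded with no-wash calcium dye.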
D2 agonist: HTS Assay for Allosteric Agonists of the Human D2 Dopamine Receptor: Primary Screen for Agonists; hit rate 0.53% among 340,000; D(2) dopamine receptor (Homo sapiens), P14416; AID 485358, 2010; activation, % at 2 µM; HEK293 T-REx D2 cells, calcium flux agonist mode;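 active = activation over 3 SD above normal in the single-dose calcium agonist read, cut at about 30% in these data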; note: 0% is about no effect
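In this primary screen, compounds producing a positive calcium signal within 180 s of addition to tetracycline-induced, force-coupled HEK293 Trex D2 cells are flagged; cells are dye-loaded with a no-wash calcium kit beforehand.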
D2 antagonist: HTS Assay for Allosteric Antagonists of the Human D2 Dopamine Receptor: Primary Screen for Antagonists; hit rate 2% among 340,000; inhibition, % at 10 µM; D(2) dopamine receptor (Homo sapiens), P14416; HEK293 TREx D2 cells, calcium flux, dopamine EC80; AID 485344, 2010; in the data active = inhibition above about 30%; note: 0% is about no effect
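Cells plated overnight at 30 C with tetracycline; no-wash calcium dye, 30–90 min RT; 10 s baseline; compound pinned; 180 s read; EC80 dopamine added; another 180 s read.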
RXFP1 antagonist: qHTS Assay for Antagonists of the Relaxin Receptor RXFP1 | Relaxin receptor 1 (Homo sapiens), Q9HBX9 | HEK293-RXFP1, relaxin-stimulated cAMP HTRF, 30 min; stronger effect = lower value | activity change, negative = inhibition, % at 57.5 µM | hit rate 0.59% among 350,000 | AID 1259400, 2018;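 active = activity change of -60% or lower, but not beyond a set lower limit; inconclusive = change between -60% and -40%, or beyond the set limit; inactive = change above -40%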; note: % is set by controls: 0 for no effect and ±100 for the full control effect
Target sequence (Q9HBX9 whole entry, looked up): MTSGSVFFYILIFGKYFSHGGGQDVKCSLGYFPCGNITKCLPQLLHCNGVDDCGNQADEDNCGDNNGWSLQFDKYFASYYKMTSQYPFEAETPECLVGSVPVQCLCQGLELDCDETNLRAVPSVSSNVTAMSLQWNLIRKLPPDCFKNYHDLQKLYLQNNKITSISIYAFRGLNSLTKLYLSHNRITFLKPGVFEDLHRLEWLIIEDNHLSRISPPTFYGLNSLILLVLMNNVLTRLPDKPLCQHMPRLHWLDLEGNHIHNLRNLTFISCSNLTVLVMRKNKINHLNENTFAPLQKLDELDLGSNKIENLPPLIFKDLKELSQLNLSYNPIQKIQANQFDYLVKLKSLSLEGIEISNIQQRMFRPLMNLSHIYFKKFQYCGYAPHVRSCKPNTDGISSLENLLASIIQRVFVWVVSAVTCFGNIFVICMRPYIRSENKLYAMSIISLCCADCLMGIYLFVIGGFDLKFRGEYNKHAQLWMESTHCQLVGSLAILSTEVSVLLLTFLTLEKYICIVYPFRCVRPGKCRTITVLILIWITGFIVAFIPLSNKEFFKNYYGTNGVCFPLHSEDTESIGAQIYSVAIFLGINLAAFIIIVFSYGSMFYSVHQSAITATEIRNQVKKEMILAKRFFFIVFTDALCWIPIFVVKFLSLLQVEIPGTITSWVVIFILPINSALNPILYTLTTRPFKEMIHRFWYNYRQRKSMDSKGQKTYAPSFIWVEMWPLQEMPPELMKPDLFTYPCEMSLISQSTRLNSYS
D1 antagonist: Antagonist of Human D 1 Dopamine Receptor: qHTS; hit rate 3.2% among 360,000; HEK293 TREx D1 cells, calcium flux, dopamine EC80; stronger effect = lower value; D(1A) dopamine receptor (Homo sapiens), P21728; activity change, negative = inhibition, % at 10 µM; in the data active = activity change below about -30%; note: % is set by controls: 0 for no effect and ±100 for the full control effect
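HEK293 T-REx cells expressing inducible, force-coupled D1 receptor; no-wash Ca dye, 30–90 min RT. Cmpd → 180 s read at 1 Hz → EC80 DA → 180 s read.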
D2 potentiator: HTS Assay for Positive Allosteric Modulators of the Human D2 Dopamine Receptor: Primary Screen for Potentiators | potentiation, % at 10 µM | HEK293 T-REx D2, calcium flux, EC20 dopamine potentiation | hit rate 0.34% among 340,000 | AID 485347, 2010 | D(2) dopamine receptor (Homo sapiens), P14416;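 active = potentiation over 3 SD above the plate norm, cut at about 30% in these data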; note: 0% is about no effect
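Primary screen. Calcium kinetics in induced HEK293 T-REx D2 cells: compound pre-addition 180 s, EC20 dopamine, 180 s more.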
Active calls of the source: *; ? = inconclusive; · = not tested or not shown. Cut-off read from the data, not from the text of the source, unless noted: active = activation above about 30%; inactive = the rest.

canonical_smiles | TRHR agonist | D2 potentiator | D1 antagonist | D2 agonist | D1 ag | RXFP1 antagonist | D1 PAM | D2 antagonist | TRHR enhancer
O=C(c1ccc([N+](=O)[O-])o1)N1CCN(c2nc3ccc(F)cc3s2)CC1 | -0.5 | 6 | 2 | 0.4 | 8 | -5 | 1 | 2 | -4
COC(=O)N1[C@H](Cc2ccccc2)C=C[C@]1(C)C(=O)NCc1ccccn1 | 0.3 | 0 | 38 | 0.0 | -1 | · | -2 | -22 | 3
COC(=O)c1cc(NC(=O)c2c(-c3c(Cl)cccc3Cl)noc2C)ccc1N1CCOCC1 | 0.4 | -3 | 0 | 2.8 | 1 | -2 | -4 | -16 | -2
CSc1ncccc1C(=O)NC(C)C1CC2CCC1C2 (centres undefined) | -0.2 | 0 | -7 | 0.1 | 0 | -11 | 2 | -15 | -5
O=C(NN1CCN(Cc2ccccc2Cl)CC1)c1ccc(Cl)cc1 | -1.2 | -25 | -7 | -2.1 | -1 | -14 | 4 | -9 | 1
c1ccc2[nH]c(NCc3ccc4c(c3)OCO4)nc2c1 | -0.1 | 3 | 4 | -0.3 | 11 | -28 | -2 | 8 | -4
O=C(Nc1ccc(Cl)cc1Cl)c1cc(S(=O)(=O)NCc2ccc3c(c2)OCO3)ccc1F | 0.9 | 16 | 0 | -0.3 | 2 | -10 | -3 | · | 3
Cc1ccc(NC(=O)Cn2cc(S(=O)(=O)NC(C)C)c(S(=O)(=O)NC(C)C)c2)cc1Cl | 1.0 | -3 | 1 | 1.5 | 6 | -23 | -2 | · | 14
CCCN1C(=O)SC(CC(=O)Nc2ccc(C)cc2)C1=O (centres undefined) | 0.7 | -9 | -14 | -1.0 | 22 | 11 | -7 | 10 | -3
O=C(OCc1cc(=O)n2cc(Br)ccc2n1)C1COc2ccccc2O1 (centres undefined) | 0.2 | 4 | -3 | -0.6 | 11 | -10 | -11 | -6 | 6
CCOc1ccc(S(=O)(=O)NCc2cccnc2)cc1NC(=O)c1ccccc1F | 0.0 | 27 | 1 | -1.5 | 2 | 6 | 1 | -16 | 7
Cc1nn(S(=O)(=O)c2cccs2)c(C)c1Sc1ccccc1 | -0.1 | · | -23 | · | 11 | · | -4 | · | -2
CC1CCCCN1C(=O)Cn1cc(/C=C2/C(=O)Nc3ccccc32)c2ccccc21 (centres undefined) | -0.4 | 14 | -24 | 0.4 | 14 | · | -12 | -32 | 15
CC1CC(C)CN(C(=O)c2cccc(S(=O)(=O)Nc3cc(C(F)(F)F)ccc3Cl)c2)C1 (centres undefined) | -0.1 | 6 | 2 | 0.1 | 6 | 6 | -4 | 3 | -2
COCCCN1C(=O)c2ccc(C(=O)OCC(=O)NCc3ccccc3OC)cc2C1=O | -0.6 | 4 | -7 | 0.0 | 1 | -7 | 3 | -2 | -3
CCN(CC)S(=O)(=O)c1cc(NC(=O)CN2C(=O)NC(C)(c3ccccc3)C2=O)ccc1C (centres undefined) | -1.8 | -1 | -8 | -2.2 | 7 | -15 | 5 | 3 | 5
Fc1ccc(CNc2nc3c(-c4ccc(F)cc4)nnn3c3ccccc23)cc1 | 0.0 | 3 | 3 | 0.5 | 2 | · | 0 | · | 2
COc1ccc(S(=O)(=O)NCCc2cn3nc(C)c(C)nc3n2)cc1 | 0.1 | 14 | -8 | 0.6 | 1 | -12 | -5 | -22 | -5
Cc1c(NC(=O)c2ccc3c(c2)OCO3)cccc1-c1nc2ncccc2o1 | -0.1 | 16 | -10 | -0.8 | 3 | · | 0 | -9 | 6
CCCCc1nc(SCCOC)c2c(=O)n(C)c(=O)n(C)c2n1 | -0.3 | 2 | 12 | -0.7 | 0 | -3 | 13 | -7 | -3
COc1cccc(NC2=CC(c3ccc(C(C)C)cc3)N(c3cccc(OC)c3)C2=O)c1 (centres undefined) | 2.0 | -4 | 0 | -0.6 | -1 | -33 | 2 | · | 5
Cc1nc(NC(=O)/C=C/c2ccccc2)sc1C(=O)Nc1ccccc1 | 0.0 | -17 | -10 | 0.7 | -1 | -12 | -6 | 8 | 12
COc1ccc(S(=O)(=O)NC(C)CCc2ccccc2)cc1 (centres undefined) | -0.7 | 3 | 2 | -1.7 | 4 | ? | 3 | -7 | 3
O=S(=O)(c1ccc(-c2ccccn2)s1)N1CCC2(CC1)OCCO2 | 0.0 | 6 | -13 | 0.5 | 6 | 1 | -4 | -7 | -8
Cc1ccccc1OCC(=O)Nc1ccc(N2CCN(C(=O)c3ccco3)CC2)cc1 | 0.0 | -12 | -11 | 0.7 | 9 | -5 | 3 | -6 | -3
Cc1ccc(C(=O)N2CCc3ccccc3C2)cc1S(=O)(=O)N1CCOCC1 | 0.1 | 10 | 3 | 0.1 | 4 | -10 | 2 | 6 | 5
CC1(C)Cc2c(sc3[nH]c(=S)[nH]c(=O)c23)CO1 | -0.7 | -1 | -12 | -0.5 | 3 | 3 | -2 | 6 | 5
CCOc1ccc2nc(NS(C)(=O)=O)sc2c1 | 0.4 | 7 | -11 | -0.3 | 2 | 2 | 7 | 6 | 2
CSc1ccccc1C(=O)NC1CCCC1 | -0.3 | 1 | 10 | 0.8 | 0 | -5 | -1 | 3 | -9
CCCCN(Cc1ccco1)C(=O)c1cc2c(=O)[nH]c3ccc(C)cc3c2s1 | 3.5 | 2 | -2 | 5.1 | 2 | -4 | · | 12 | -10
Cc1ccc(N/C=C/C(=O)c2cccs2)cc1C | -1.6 | -13 | 10 | -0.6 | 0 | -10 | 4 | -15 | 1
COc1ccccc1OCC(=O)NCCNC(=O)COc1ccccc1OC | 0.3 | 1 | -26 | 0.4 | 1 | -9 | -7 | -2 | 3
COc1ccc(C2C3=C(CC(C)(C)CC3=O)Oc3ncn(CCCn4ccnc4)c(=N)c32)cc1 (centres undefined) | 0.2 | -12 | 4 | -0.2 | 1 | · | -2 | -7 | -3
CCN(CC)c1ccc(NC(=O)CCS(=O)(=O)c2ccc(Br)cc2)c(C)c1 | 0.1 | 18 | -6 | 0.3 | 1 | -5 | -4 | -32 | -2
Cc1ccc(S(=O)(=O)N2CCOCC2)cc1C(=O)NCc1ccc(F)cc1 | -0.2 | 12 | -7 | -0.1 | 0 | 8 | 0 | 3 | 6
O=C(NCc1ccco1)C(=O)c1cn(CC(=O)N2CCCC2)c2ccccc12 | 1.4 | -4 | 24 | 0.4 | 0 | -8 | 2 | 14 | -13
CCC(=O)Nc1nonc1-c1nc2ccccc2n1CC(C)C | -0.4 | 2 | -27 | -1.1 | 3 | -16 | -5 | -14 | 0
O=C(CCSCCc1ccccn1)Nc1ccc(Cl)cn1 | -0.9 | 4 | 13 | -2.6 | 0 | -6 | -6 | -5 | 4
Cc1ccnc(SCCn2c(N3CC(C)OC(C)C3)nc3c2c(=O)n(C)c(=O)n3C)n1 (centres undefined) | 0.3 | 1 | 2 | 0.0 | 1 | -3 | 1 | -16 | -6
Cc1cccc(NC(=S)N(CCN(C)C)Cc2cccs2)c1 | 0.0 | -7 | -11 | 0.1 | 6 | -8 | -8 | 10 | 3
COc1ccc(CCN2Cc3c(cccc3[N+](=O)[O-])C2=O)cc1OC | 0.3 | -2 | -1 | -0.2 | 2 | 7 | 5 | 1 | -4
O=C(CN1C(=O)C2CC=CCC2C1=O)Nc1nccs1 (centres undefined) | 0.5 | -4 | 2 | -1.2 | 2 | · | -3 | -12 | -5

Compounds were not picked by outcome; 7.1% or so of the library scored in one or more.
